TROY NFkB inh: TROY signaling inhibition; Q293 LMP1-TROYcd NF-kB luciferase reporter, 4 h; inhibition, % at 10 µM; 0.98% of 360,000 active; AID 1347056;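 active means compounds whose plate-normalised and pattern-corrected inhibition of the luciferase reporter signal at the single screening dose is 50% or more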
NR2E3 ag-1: NR2E3 (human) agonism. Q9Y5X4. GST-NR2E3/biotin-RetCOR TR-FRET, 1536-well. inhibition of corepressor binding, % at 4.78 µM. 0.12% of 320,000 active. AID 2300;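 active means percent inhibition above the cutoff of mean plus 3 SD of all tested compounds, set per screening campaign, cut at about 20% in these data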;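 further: 0% = DMSO wells and 100% = biotin wells as full block of FRET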
Target sequence (Q9Y5X4 whole entry, looked up): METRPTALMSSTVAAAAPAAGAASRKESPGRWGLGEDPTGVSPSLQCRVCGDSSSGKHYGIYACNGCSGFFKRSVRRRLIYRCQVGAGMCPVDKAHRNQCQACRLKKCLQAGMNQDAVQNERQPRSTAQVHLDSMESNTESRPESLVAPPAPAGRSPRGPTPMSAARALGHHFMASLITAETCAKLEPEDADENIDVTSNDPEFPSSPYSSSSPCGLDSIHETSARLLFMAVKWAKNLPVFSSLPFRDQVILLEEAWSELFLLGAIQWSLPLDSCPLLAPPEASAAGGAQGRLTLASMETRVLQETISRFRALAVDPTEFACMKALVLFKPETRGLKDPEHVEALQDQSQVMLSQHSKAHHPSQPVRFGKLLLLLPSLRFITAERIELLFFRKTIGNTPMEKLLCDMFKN
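Material: NR2E3–RetCOR corepressor complex / Amount: 1.35 nM GST-NR2E3 / Medium: Tris pH 7.5 / Compound: single nominal compound dose of 4.8 µM / Incubation: 5 h at 4 °C / Technique: TR-FRET, Eu(K)-anti-GST donor, streptavidin-D2 acceptor, ex 340, em 617/671 nm / Read-out basis: percent loss of FRET ratio relative to control wells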
Peg3 prom inh: inhibitors of Peg3 promoter | 1.7% of 360,000 active | AID 588405 | HeLa PEG-Prom luciferase reporter, luminescence, overnight | inhibition, % at 20 µM;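 active means inhibition of at least 50% at 20 µM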
CF NFkB block: inhibitors of cystic fibrosis induced NF-kB. KKLEB NF-kB-GFP reporter, PAF-induced, GFP fluorescence overnight. inhibition, % at 5 µM. 0.86% of 360,000 active. AID 588850;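 active means at least 50% inhibition at 5 µM, scaled per plate between neutral and stimulator controls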;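 further: PAF is a Pseudomonas aeruginosa culture filtrate used as stimulus; plate controls were PAF-stimulated DMSO wells for no effect and unstimulated DMSO wells for full effect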
TRPM1 prom inh: MITF TRPM1 promoter inhibition in SK-MEL-5 cells; SK-MEL-5 TRPM1 promoter luciferase, 24 h; inhibition, % at 12.5 µM; 0.83% of 330,000 active;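 active means mean inhibition across replicates of 60% or more, whatever share of single replicates reaches that level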; further: values of inactives mirror those of a sister screen read the other way
TWEAK Fn14 block: blocks TWEAK-Fn14 interaction in a reporter cell assay; TWEAK-stimulated Fn14 reporter cells, luciferase luminescence, 8 h; inhibition, % at 10 µM; 2% of 360,000 active; in the data active means inhibition above about 50%
NR2E3 ag-2: human photoreceptor-specific nuclear receptor agonism; Q9Y5X4; CHO-S Gal4-NCOR/VP16-NR2E3 two-hybrid, luciferase; inhibition of corepressor binding, % at 3.98 µM; 0.35% of 360,000 active; AID 602229;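 active means inhibition above the mean of all tested compounds plus 3 SD, cut at about 70% in these data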;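 further: 0% = DMSO with NR2E3 transfected cells and 100% = cells lacking NR2E3 construct; higher means lower luciferase signal from less NR2E3 corepressor binding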
HIF-2a inh: HIF-2a inhibition; 0.72% of 360,000 active; AID 624352; 786-0 RCC cells HIF-2a reporter, luciferase luminescence, overnight; inhibition, % at 18.8 µM;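 active means inhibition of the luminescence signal of 40% or more relative to plate controls, in a single-dose primary screen at 18.75 µM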
KKLEB tox: reduces viability of KKLEB cystic fibrosis airway cells. KKLEB CF airway cells viability, ATPlite luminescence, overnight; stronger effect = lower value; cells stimulated with P. aeruginosa culture filtrate. activity change (cytotoxicity), % at 5 µM. 0.36% of 360,000 active. AID 602141;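 active means corrected activity change at or below -50% at 5 µM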
C8 TRAIL sens: sensitizes caspase-8 expressing cells to TRAIL; AID 624354; NB7+C8 cells + TRAIL, ATPlite viability luminescence; inhibition (viability loss, TRAIL sensitization), % at 10 µM; 1% of 360,000 active;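 active means compounds causing at least 50% loss of cell viability in the single-dose screen, relative to plate controls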
Shn3 inh set2: Schnurri-3 reporter inhibition in Clone20 osteoblasts; Clone20 osteoblast Shn3 3'UTR firefly luciferase, 24 h; inhibition, % at 12.5 µM; 0.52% of 360,000 active; AID 588674;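 active means mean inhibition of at least 75% with every replicate also reaching 75%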;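 further: 0% = median of neutral control wells and 100% = pilot-screen positive control compound; some compounds past the cut are filed as inactive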
Numbers without * were called inactive; x = no result given. This is a subset, so the mix of outcomes need not match the whole.

SMILES	TROY NFkB inh	NR2E3 ag-1	Peg3 prom inh	CF NFkB block	TRPM1 prom inh	TWEAK Fn14 block	NR2E3 ag-2	HIF-2a inh	KKLEB tox	C8 TRAIL sens	Shn3 inh set2
CC(C)(C)c1ccc(/C=C/C(=O)NC2CCS(=O)(=O)C2)cc1 (configuration not stated)	13	-1	-16	3	-5	0	8	-18	8	5	13
C[C@@H]1C(=O)O[C@@H]2[C@H](O)C34[C@H]5C[C@@H](C(C)(C)C)C36[C@H](OC(=O)[C@@H]6O)OC4(C(=O)O5)[C@@]12O (some centres not stated)	-16	5	4	5	2	0	7	12	6	-2	2
CCN(CC(=O)NCc1cccs1)CC(=O)Nc1ccccc1C	1	2	-2	4	1	6	1	-9	-4	12	-78
Cc1c(NC(=O)COC(=O)c2cc3c4ccccc4n(C)c3s2)c(=O)n(-c2ccccc2)n1C	3	-3	15	-35	36	8	10	25	-8	2	19
CC(C)Cc1nnc(NC(=O)C2=COCCO2)s1	-30	2	-138	1	-43	12	-52	-150	-13	1	-63
O=C(O)C1CCCCC1C(=O)NC1C2CC3CC(C2)CC1C3 (configuration not stated)	1	0	8	2	5	10	-35	14	-7	-8	-9
C[C@@H]1COC(=O)[C@H](Cc2ccc(F)cc2)CC/C=C\C[C@@H](CC(=O)NCCO)C(=O)N1	1	x	0	-11	-26	9	2	6	17	-10	-17
Cc1cccc(CS(=O)(=O)Cc2ccc(C(=O)NCCCN3CCCC3)o2)c1	10	-1	2	10	3	-16	20	14	-10	-19	-8
CC(C)(C)OC(=O)N1CCC(c2c(C(=O)NCC3CCN(C4CCCC4)C3)cnn2-c2ccc(F)cc2)CC1 (configuration not stated)	10	2	-9	-7	3	-25	-15	0	-15	-7	-2
Cc1cc(-n2c(C)cc(C(=O)CN3C(=O)NC4(CCCC4)C3=O)c2C)no1	-31	5	-34	-7	-8	14	-10	-65	-2	1	6
O=C(CSc1cccc[n+]1[O-])N1CCCCCC1	20	-1	-2	-18	-18	12	-7	11	-8	-8	-13
COc1cc(/C=N/NC(=O)c2c(-c3ccccc3)noc2C)ccc1O	15	-3	17	-3	-3	-5	-19	19	3	-5	-7
COCCNc1nc(-c2cc(F)ccc2C)c2sc(-c3ccccc3)cc2n1	-15	x	12	41	x	-22	-4	-18	-16	4	30
Nc1cccc(Cl)c1N1CCOCC1	5	1	2	-4	0	-1	-18	15	8	-8	-6
CCOC(=O)NC1CCc2cc(OC)c(OC)c(OC)c2-c2ccc(SC)c(=O)cc21 (configuration not stated)	-2	x	-29	46	33	3	25	20	-3	19	-3
COc1cc(CN(CC2CCCO2)C(=O)c2cccs2)cc(OC)c1OC (configuration not stated)	-6	-2	24	6	-5	-7	-15	4	2	-4	-8
CCOC(=O)c1c(S(=O)(=O)N2CCN(C)CC2)c(C)n(C)c1C	-6	-2	9	-13	4	-9	-1	3	0	-10	-14
CN(c1ccc(OCC(=O)NCc2cccnc2)cc1)S(=O)(=O)c1ccc(Cl)cc1	-4	-2	22	6	-2	-9	-13	4	1	-6	1
CCC(=O)Nc1ccc(S(=O)(=O)N2CCOCC2)cc1	-5	-3	8	-6	-5	7	14	-4	8	-1	11
Cc1ccc(SCC(=O)NC(=O)NCCC(C)C)c(C)c1	6	1	-5	12	-7	-6	-33	12	4	19	4
N#Cc1c2c(c(-n3cnc4ccccc43)n3c1nc1ccccc13)CCC2	-17	4	8	-3	1	10	9	9	6	-9	-1
C[C@@H]1CN([C@H](C)CO)C(=O)CCCn2cc(nn2)CO[C@H]1CN(C)C(=O)OCc1ccccc1	-10	x	3	-7	x	-14	19	3	12	-15	-18
COc1cc(C=O)c(Br)cc1OCc1ccc(C)cc1	-17	13	-178	-19	-7	-18	-106	-340	19	-18	15
Cc1cnc(C(=O)Oc2c(C)ccc(C)c2C)cn1	6	-1	0	11	-6	-2	4	9	17	-1	13
Cc1ccc(-c2cc(-c3ccccc3)nc(N(C)N)n2)cc1	-16	5	-9	6	x	7	-10	-10	-8	0	-6
Cc1nc2c(C)cccc2c2c1CCS2	2	0	-1	12	-6	14	16	14	-10	3	1
Cc1ccc(SCc2cc(=O)[nH]c(Nc3nc(C)c4ccccc4n3)n2)cc1	5	-1	24	-29	-20	-2	4	13	-19	-6	15
Cc1ccc(NC(=O)COC(=O)CN2C(=O)c3ccccc3C2=O)cc1S(=O)(=O)N(C)C	17	2	-2	18	3	-15	-11	14	-5	-1	0
COc1cc(NC(=O)C2CCC(=O)N2S(=O)(=O)c2ccc(C)cc2)cc(OC)c1 (configuration not stated)	-17	-1	17	-3	13	28	4	22	-2	-4	-6
C[C@H]1CCC(=O)N([C@H](CC#N)Cc2ccccc2)CC1	-5	1	-2	2	-8	3	10	4	3	10	-6

Part of the list above, set out differently:
molecule | TROY NFkB inh | NR2E3 ag-1 | Peg3 prom inh | CF NFkB block | TRPM1 prom inh | TWEAK Fn14 block | NR2E3 ag-2 | HIF-2a inh | KKLEB tox | C8 TRAIL sens | Shn3 inh set2
Cc1cnc(C(=O)Oc2c(C)ccc(C)c2C)cn1 | 6 | -1 | 0 | 11 | -6 | -2 | 4 | 9 | 17 | -1 | 13
Cc1ccc(-c2cc(-c3ccccc3)nc(N(C)N)n2)cc1 | -16 | 5 | -9 | 6 | x | 7 | -10 | -10 | -8 | 0 | -6
Cc1nc2c(C)cccc2c2c1CCS2 | 2 | 0 | -1 | 12 | -6 | 14 | 16 | 14 | -10 | 3 | 1
COc1cc(NC(=O)C2CCC(=O)N2S(=O)(=O)c2ccc(C)cc2)cc(OC)c1 (configuration not stated) | -17 | -1 | 17 | -3 | 13 | 28 | 4 | 22 | -2 | -4 | -6
C[C@H]1CCC(=O)N([C@H](CC#N)Cc2ccccc2)CC1 | -5 | 1 | -2 | 2 | -8 | 3 | 10 | 4 | 3 | 10 | -6

(next part)
SMILES	TROY NFkB inh	NR2E3 ag-1	Peg3 prom inh	CF NFkB block	TRPM1 prom inh	TWEAK Fn14 block	NR2E3 ag-2	HIF-2a inh	KKLEB tox	C8 TRAIL sens	Shn3 inh set2
Cc1ccc(N(CC(=O)NCc2ccccc2Cl)S(=O)(=O)c2c(C)noc2C)cc1	-22	-1	17	14	-9	7	-20	13	-18	0	-9
Cc1ccc(S(=O)(=O)N2CCN(C(=O)Cn3nc(C)c([N+](=O)[O-])c3C)CC2)cc1	8	3	5	3	7	-7	7	0	-8	14	-2
Cc1ccc(Nc2nc(Cl)c(C=O)s2)cc1	-35	3	-156	-14	-5	7	-10	-94	0	1	-22
O=C(NCc1cn2ccccc2n1)c1ccc2c(c1)OCO2	-6	0	7	7	1	-2	-6	5	8	8	11
COc1ccc(OC(C)C(=O)Nc2cccnc2)cc1 (configuration not stated)	-4	2	6	3	0	7	-4	-3	4	0	0
COc1ccc(Cc2nc3ccc(C(=O)NCCc4ccccn4)cc3o2)cc1OC	0	3	-6	-14	-8	0	-15	-18	-6	-9	-7
Cc1cccc(C(=O)N(CCc2ccccc2)Cc2ccccc2)c1[N+](=O)[O-]	-13	0	-8	7	2	0	-40	-48	-3	18	53
CC1CCN(C(=O)CN2C(=O)C(C)(C)Oc3ccc(C(=O)NC4CCCC4)cc32)CC1	2	0	3	2	3	-10	14	8	2	-4	4
Cc1nc2ccc(NC(=O)c3ccc(Cl)s3)cc2s1	-70	4	-339	5	-89	-72	-98	-230	11	13	-63
O=C(CNC(=O)c1ccccc1)OC(C(=O)c1ccccc1)c1ccccc1 (configuration not stated)	6	0	11	2	2	1	-8	15	7	2	-10
Cc1noc(C)c1S(=O)(=O)Nc1ccccc1N1CCOCC1	-3	4	4	-10	1	12	-28	18	12	-3	4
Cc1ccc(NC(=O)CCC(=O)NNC(=O)C(c2ccccc2)c2ccccc2)c(C)c1	7	0	-2	-6	11	1	1	2	8	1	9
Cc1nc2nc(SCC(=O)O)nn2c(C)c1Cc1ccccc1Cl	-25	-2	3	2	-17	10	-14	11	13	-3	-1
O=C(NCc1ccccc1Cl)C1CCN(c2ncnc3c2nc2n3CCCCC2)CC1	7	3	21	9	11	-4	-9	28	-7	-1	40
COc1ccc(C(=O)NNC(=O)c2ccc(S(=O)(=O)N3CCOCC3)cc2)cc1	1	-2	-3	10	12	7	-19	14	-1	2	2
O=[N+]([O-])c1cc(CSC2=NCCN2)ccc1O	-1	x	5	-3	7	-7	6	0	1	8	3
O=C1NC(=S)NC1=Cc1ccc(O)cc1	-20	x	3	-1	-4	8	-9	-9	5	-14	-10
COc1cc(OC)c(OC)cc1C=NCC1(c2ccccc2)CCCC1	6	5	-6	8	3	-2	-20	19	4	-16	-1
O=C(NCc1ccco1)C(c1ccccc1)N(Cc1cccnc1)C(=O)Cn1nnc2ccccc21 (configuration not stated)	-7	2	5	10	4	12	-9	-3	-8	-6	-15
C(=N\Nc1nncc2ccccc12)/c1ccccn1	-19	0	19	66*	48	74*	10	-45	-29	81*	68
CCCCCC(=O)N(Cc1ccccc1)c1c(N)n(CCOC)c(=O)[nH]c1=O	11	3	7	1	-4	23	-1	8	10	2	0
O=C(CCn1cccn1)N1CCCC(N2CCN(c3cccc(C(F)(F)F)c3)CC2)C1 (configuration not stated)	-2	0	8	-26	15	6	14	-1	13	16	6
O=S(=O)(c1ccc(Cl)cc1)n1c(Cc2ccccc2)nc2ccccc21	-10	-2	-7	-5	-5	-18	-16	8	-8	-33	1
Cc1cccc(NC(=S)NCCC(C)C)c1	-21	-3	-28	1	13	-3	-15	-27	7	20	-17
CNc1c([N+](=O)[O-])cnn1-c1ccc(Cl)cc1Cl	-21	0	4	12	-1	1	-2	16	-3	0	-6
CSCC[C@H](NC(=O)[C@H](Cc1ccccc1)n1c(=O)[nH]c2ccccc2c1=O)C(=O)N1CCC[C@@H]1C(=O)O	-5	2	3	9	2	-2	-5	8	6	4	3
N#Cc1cn(-c2ccccc2)nc1-c1ccc2c(c1)OCCO2	-44	0	-204	36	-115	-13	-47	-149	-16	20	-88
COC(=O)/C(=C\C(=O)c1ccccc1)Nc1cccc(C(F)(F)F)c1	-45	-1	-76	-11	14	-6	-76	-107	7	-2	-27
CCOc1ccc(/C=C2\SC(N3CCc4ccccc4C3)=NC2=O)cc1	36	2	-12	1	-5	-38	-7	-12	14	-8	12
CCCCn1nc(C(=O)NC2=NCCS2)c2ccccc2c1=O	4	-1	19	-3	10	17	-19	20	-2	1	-2
CC(C)c1ccc(C(O)P(=O)(OC2CCCCC2)OC2CCCCC2)cc1 (configuration not stated)	12	1	46	8	x	-3	14	10	0	-7	-2
O=C(COc1ccccc1F)NCc1nc2ccccc2[nH]1	-4	4	20	4	3	1	2	0	1	-1	-14
O=C1C(NS(=O)(=O)c2ccccc2)=C(N2CCN(c3ccc(F)cc3)CC2)C(=O)c2ccccc21	-27	0	-10	3	-2	5	-4	-44	-1	6	-5
NC(=O)CC[C@@H]1NC(=O)[C@H](CO)NC(=O)c2cc([N+](=O)[O-])cc(I)c2NCC[C@@H](C(N)=O)NC1=O	-6	1	4	12	-5	0	8	14	9	2	-5
CCOC(=O)C1=C(COC(=O)CNS(=O)(=O)c2c(F)cc(F)cc2Br)NC(=O)NC1C (configuration not stated)	10	x	-5	-16	9	9	-20	4	0	-9	-3

Source: PubChem BioAssay
